# GPR55 antagonists: GPR55 antagonists blocking LPI-driven arrestin recruitment, primary screen, imaging, U2OS, beta-arrestin-GFP, LPI agonist (AID 2013); one-dose inhibition, % at 10 µM; IC50 in µM for titrated hits; hit rate 0.13% among 290,000; U2OS GPR55 beta-arrestin-GFP translocation imaging, LPI antagonism; higher % means a stronger effect;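 active = spots per cell inhibited over 60%, with over 100 cells counted and total cytoplasm intensity under 500,000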;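 note: U2OS cells stably carrying GPR55 and arrestin-GFP stimulated by 5 µM LPI near EC80; imaged beta-arrestin-GFP aggregate spots per cell after agonist stimulation; plate controls were LPI-stimulated DMSO wells for no effect and DMSO wells without LPI for full effect; some results filed as inactive read as strong as hits; confirmed hits need IC50 under 10 µM and bright autofluorescent wells are also inconclusive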
# UTI89 phage lysis: inhibition of K1F phage lysis, E. coli UTI89, bacterial capsule biogenesis inhibitors, alamar blue (AID 488966) | one-dose inhibition, % at 100 µM; IC50 in µM for titrated hits | E. coli UTI89 K1F phage lysis, alamar blue, 2 h; higher % means a stronger effect | hit rate 0.02% among 340,000;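 active = phage lysis inhibition, versus mean bacterial control, above a set limit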;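 note: capsule biogenesis inhibitors block K1F phage lysis so surviving cells raise fluorescence; higher fluorescence means more inhibition of phage lysis; actives were called in the ten point dose series up to 300 µM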
# NTR1 ag: agonists of NTR1, primary screen, imaging, U2OS cells, beta-arrestin-GFP, high content (AID 493036); P30989; NTR1-U2OS beta-arrestin-GFP spot imaging, agonist mode; activation, % at 20 µM; hit rate 0.17% among 330,000;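 active = activation at or above 40% of the spot to cytoplasm intensity ratio, with at least 20 cells analyzed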;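 note: 0% = DMSO without peptide and 100% = 100 nM NTR1 peptide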
# Target sequence (P30989 whole entry, looked up): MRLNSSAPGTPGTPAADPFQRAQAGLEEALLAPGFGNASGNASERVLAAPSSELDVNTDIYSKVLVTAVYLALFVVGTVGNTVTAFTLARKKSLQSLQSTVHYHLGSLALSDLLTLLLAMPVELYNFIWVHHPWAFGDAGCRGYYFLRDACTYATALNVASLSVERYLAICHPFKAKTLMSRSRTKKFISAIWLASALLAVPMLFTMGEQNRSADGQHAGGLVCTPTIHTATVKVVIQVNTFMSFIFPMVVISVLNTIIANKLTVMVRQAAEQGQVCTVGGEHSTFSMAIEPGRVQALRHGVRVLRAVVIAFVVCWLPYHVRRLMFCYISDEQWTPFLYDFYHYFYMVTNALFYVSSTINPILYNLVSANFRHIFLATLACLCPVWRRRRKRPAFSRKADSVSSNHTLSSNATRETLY
# Siah-1 displacement: Siah-1 peptide-binding antagonists, primary screen, biochemical, fluorescence polarization, rhodamine-plectin, uHTS (AID 1817); Siah-1 / rhodamine-plectin peptide fluorescence polarization; higher % means a stronger effect; displacement, % at 20 µM, or IC50 in µM where a hit was titrated; hit rate 0.02% among 290,000;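 active = displacement of at least 50% at 20 µM, with a fluorescence ratio check between 0.3 and a set limit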;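 note: plate controls were Siah plus tracer with DMSO for no effect and tracer alone without Siah for full effect; strong numbers were not always called active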
# GPR55 beta-arrestin: GPR55 agonists via beta-arrestin recruitment, primary screen, imaging, U2OS cells, beta-arrestin-GFP redistribution (AID 1961) | U2OS GPR55 beta-arrestin-GFP redistribution imaging; higher % means a stronger effect | activation, % at 10 µM; hits with a dose series show EC50 in µM | hit rate 0.048% among 290,000;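 active = activation above 40% with more than 50 cells counted in the well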;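 note: U2OS osteosarcoma cells stably expressing GPR55 and beta-arrestin-GFP; plate controls were DMSO negative control for no effect and LPI positive control for full effect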
# AID2073: disruptors of CaV2.2 binding to Mint1 – biochemical, HTRF (AID 2073); HTRF protein-protein interaction, Mint1-CaV2.2; higher % means a stronger effect; inhibition, % at 20 µM; hits with a dose series show IC50 in µM; hit rate 0.19% among 290,000; in the data active = inhibition mostly above about 51%, no sharp cut-off; note: some results filed as inactive read as strong as hits
# GPR35 arrestin U2OS: inhibition of zaprinast-stimulated GPR35 beta-arrestin translocation – imaging, U2OS, beta-arrestin-GFP, zaprinast agonist, primary screen (AID 2058); hit rate 0.052% among 290,000; U2OS GPR35 beta-arrestin-GFP translocation imaging, zaprinast antagonism; higher % means a stronger effect; one-dose inhibition, % at 10 µM; IC50 in µM for titrated hits;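 active = inhibition of at least 50% with at least 30 cells and total cytoplasm GFP at most 10,000,000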
# HIV peptide binding: cell-free HIV fusion peptide-binding blockers – biochemical, uHTS, fluorescence dequenching, primary screen (AID 1986) | cell-free peptide binding, fluorescence dequenching, 30 min; higher % means a stronger effect | inhibition, % at 20 µM; hits with a dose series show IC50 in µM | hit rate 0.3% among 290,000; in the data active = inhibition mostly above about 52%, no sharp cut-off; inactive = mostly below about 76%; note: some results filed as inactive read as strong as hits
# NS5 inhibitors: Dengue-2 NS5 methyltransferase inhibitors, primary screen, biochemical, confirmation dose response (AID 588689); Dengue-2 NS5 methyltransferase capping enzyme assay, biochemical; higher % means a stronger effect; one-dose inhibition, % at 25 µM; IC50 in µM for titrated hits; hit rate 0.3% among 340,000; in the data active = a potency from the dose series
# NTR1 ag cell count 20 µM: second read-out of NTR1 ag, no call of its own (marks repeat the call); cell count; measured here: cell count, cytotoxicity flag
# NS5 inhibitors pilot replicate: also measured in NS5 inhibitors; calls as there; inhibition, %; measured here: pilot screen replicate inhibition
# * = called active by the depositor; i = inactive; . = not tested or not shown; [ ] = another dose, or the depositor's remark.
SMILES,GPR55 antagonists,UTI89 phage lysis,NTR1 ag,NTR1 ag cell count 20 µM,Siah-1 displacement,GPR55 beta-arrestin,AID2073,GPR35 arrestin U2OS,HIV peptide binding,NS5 inhibitors,others
O=C(Nc1nccs1)c1cc(-c2ccccc2)nn1-c1ccccc1,-3%,3.7%[50 µM],3.4,52,-3%,-0.3%,1%,-23%,0.5%,-4%,
CCC(C)c1ccc(S(=O)(=O)N2CCN(C(=O)COc3ccc4c(C)cc(=O)oc4c3)CC2)cc1 (stereo unspecified),8%,3.0%,0.9,49,-1%,-0.1%,0%,-4%,-2.8%,-2%,
COc1ccc(-c2noc(=O)n2Cc2ccccc2Cl)cc1,-4%,-0.2%,-0.5,51,-1%,-0.2%,5%,-5%,0.0%,-11%,
CCOC(=O)C1C(=O)NC(c2ccccc2)=NC1c1cccc(Br)c1 (stereo unspecified),0%,0.0%,0.7,67,-2%,0.0%,8%,7%,-0.7%,-1%,
O=S(=O)(c1ccccc1F)N1CCN(CC(O)c2ccccc2)CC1 (stereo unspecified),4%,0.3%,-0.5,51,4%,1.4%,4%,-5%,-0.8%,-1%,
CCc1nnc(NC(=O)CN2CCC(O)(c3ccccc3OC)CC2)s1,-2%,7.2%,1.0,57,2%,-0.1%,-15%,9%,4.3%,-2%,
Cc1ccc([C@@H]2[C@@H]3C(=O)N(C)C(=O)[C@@H]3[C@]3(Cc4ccccc4)C(=O)N(CCO)CC(=O)N23)o1,3%,11%,2.4,84,6%,0.6%,16%,1%,2.0%,-5%,
O=c1nc2n(c3ccc([N+](=O)[O-])cc13)CCCCC2,3%,-0.2%,-0.6,46,0%,0.5%,0%,9%,-0.9%,-5%,
CC1Cc2ccccc2N1C(=O)CSc1ccccc1 (stereo unspecified),-6%,5.8%,1.0,49,-1%,0.2%,-5%,3%,-0.5%,-9%,
Cc1ccc(OCC(O)CNC(=O)c2ccccc2C(=O)O)cc1 (stereo unspecified),8%,2.3%,-4.6,85,7%,1.3%,5%,13%,-0.7%,-4%,
O=C(COc1ccc(Cl)cc1)OCC(=O)N1CCCc2ccccc21,10%,2.4%,3.1,53,2%,-0.2%,6%,-18%,2.1%,1%,
O=S(=O)(Cc1ccc(Cl)cc1)N1CCCC1,8%,0.1%,-0.6,44,-1%,0.3%,-1%,17%,-1.4%,0%,
COc1ccc(CCNC(=O)CN2C(=O)c3cccc4cccc(c34)C2=O)cc1OC,1%,0.0%,1.2,86,-1%,-0.1%,-2%,7%,-1.3%,-9%,
CCC(=O)Nc1ccc(N2CCN(Cc3ccccc3F)CC2)cc1,-2%,0.9%,-3.1,80,2%,-0.2%,-14%,-6%,-0.3%,-6%,NS5 inhibitors pilot replicate=-3.6
CSc1ccccc1NC(=O)CN(c1ccccc1Br)S(C)(=O)=O,15%,2.7%,-0.1,52,1%,0.6%,-2%,-11%,0.0%,0%,

# Random excerpt: two records from the list, in no set order.
SMILES,GPR55 antagonists,UTI89 phage lysis,NTR1 ag,NTR1 ag cell count 20 µM,Siah-1 displacement,GPR55 beta-arrestin,AID2073,GPR35 arrestin U2OS,HIV peptide binding,NS5 inhibitors,others
CCc1nnc(NC(=O)CN2CCC(O)(c3ccccc3OC)CC2)s1,-2%,7.2%,1.0,57,2%,-0.1%,-15%,9%,4.3%,-2%,
O=c1nc2n(c3ccc([N+](=O)[O-])cc13)CCCCC2,3%,-0.2%,-0.6,46,0%,0.5%,0%,9%,-0.9%,-5%,

# Other records follow:
SMILES,GPR55 antagonists,UTI89 phage lysis,NTR1 ag,NTR1 ag cell count 20 µM,Siah-1 displacement,GPR55 beta-arrestin,AID2073,GPR35 arrestin U2OS,HIV peptide binding,NS5 inhibitors,others
CCOC(=O)CN1C(=O)/C(=C/c2ccccc2Br)Oc2ccccc21,6%,0.2%,5.6,101,-2%,-0.1%,46%,7%,-0.1%,0%,
Cc1ccccc1NC(=O)c1cccc(N2C(=O)C3C4CC(C(Br)C4Br)C3C2=O)c1 (stereo unspecified),-16%,1.3%[50 µM],-0.9,56,4%,-0.1%,-2%,6%,0.2%,-1%,
Cc1cc(OCc2cc(C(=O)N(C)CCc3cnn(C)c3)no2)cc(C)c1Cl,2%,-0.1%,-0.8,66,1%,-0.1%,-6%,-28%,1.3%,-2%,
Cc1c(N=NC2=C(O)CC(C)(C)CC2=O)cc2c(c1[N+](=O)[O-])C(C)(C)CC2(C)C,36%,i,18,48,8%,0.3%,3%,8%,0.5%,-8%,
Cc1ccc(S(=O)(=O)N2CCN(C(=O)C3COc4ccccc4O3)CC2)cc1C (stereo unspecified),-2%,9.2%,1.4,81,-2%,0.0%,-8%,6%,-2.6%,-8%,
CC(=O)NC(Cc1c[nH]c2ccccc12)C(=O)NCc1ccco1 (stereo unspecified),-2%,0.2%,-0.1,49,0%,-0.4%,10%,17%,1.9%,-6%,
O=c1c(Cc2ccc(F)cc2)c(O)ccn1Cc1ccc(Cl)cc1Cl,-4%,0.7%,0.3,64,-3%,0.1%,-5%,10%,0.7%,-5%,
Cc1ccc(/C=C2/SC(=S)N(C3CCCCC3)C2=O)o1,1%,-0.2%,2.3,61,-4%,0.4%,20%,18%,32%,-18%,
O=C(O)c1ccc2c(c1)C(=O)N(c1ccc(/C=C/C(=O)c3ccccc3)cc1)C2=O,4%,-0.2%,8.8,82,0%,0.0%,23%,2%,36%,57µM*,
O=C(CNc1ccc2ccccc2c1)N/N=C/c1cc2ccccc2nc1Cl,36%,0.3%,.,.,-4%,-0.2%,-23%,-10%,14%,-7%,
CCN(CC)S(=O)(=O)c1cc(NC(=O)COC(=O)c2sc3ccccc3c2Cl)ccc1C,7%,1.5%[50 µM],3.5,61,-2%,0.0%,21%,8%,3.2%,2%,
c1nc2sc3c(c2c2nnnn12)CCCC3,2%,-0.1%,2.4,57,4%,0.0%,10%,2%,-1.0%,-2%,
Cc1sc2c(=O)n3c(nc2c1C(=O)NC1CCCCC1)CCCCC3,34%,0.8%,2.8,37,2%,-0.1%,-4%,-9%,6.2%,-3%,
CCc1ccc(NC(=O)CCn2c(=O)c3cccn3c3ccccc32)cc1,13%,0.8%,7.9,52,-7%,0.0%,7%,11%,4.1%,-3%,
COc1ccc(-c2nnc3ccc(SCC(=O)Nc4cc(C)on4)nn23)cc1OC,9%,1.0%,-0.1,76,9%,-0.2%,-6%,13%,0.9%,-8%,
Cn1nnnc1SCC(=O)Nc1ccc2c(c1)OCO2,-2%,-0.3%,-0.8,45,10%,-0.1%,-8%,12%,-0.8%,-9%,
CC(C)(C)n1nnnc1C(c1cc2cc3c(cc2[nH]c1=O)OCO3)N1CCN(c2ccccc2)CC1 (stereo unspecified),22%,0.1%,-1.1,41,4%,0.3%,-7%,3%,-0.1%,-1%,
CCOCCCNC(=O)C(c1ccc(OC)cc1)N(Cc1ccc2c(c1)OCO2)C(=O)c1ccccn1 (stereo unspecified),7%,0.1%,1.8,64,0%,-0.6%,8%,-7%,-1.4%,-1%,
C=CCOc1cc(C)nc(-c2ccccc2O)n1,14%,0.7%,2.6,106,1%,-0.1%,6%,-14%,1.2%,-9%,
CCCNC(=O)c1c(N)n(-c2ccc3c(c2)OCO3)c2nc3ccccc3nc12,28%,0.2%,8.6,69,-8%,0.5%,-7%,24%,2.4%,1%,
C/C(=N\Nc1nc2ccc(Cl)cc2o1)c1ccccc1,14%,.,3.5,50,20%,-0.2%,9%,-6%,-0.1%,.,
CC1CCN(S(=O)(=O)c2cccc3cccnc23)CC1,-4%,0.3%,1.2,54,4%,-0.1%,-2%,2%,-0.8%,-6%,
CC(=O)Oc1ccc(/C=C(\NC(=O)c2ccco2)C(=O)NCc2ccccc2)cc1,14%,0.3%,-0.2,39,2%,-0.1%,7%,6%,0.7%,-2%,
COC(=O)c1ccc(NS(=O)(=O)c2c(C)[nH]c(C)c2C(=O)N2CCCC2)cc1,1%,0.1%,2.3,59,4%,-0.1%,-2%,30%,0.3%,-5%,
Cc1cccc(CC(=O)N2CCOCC2)c1,-7%,0.1%,-0.9,52,6%,1.4%,-5%,17%,0.4%,-3%,NS5 inhibitors pilot replicate=2.1
Cc1c(Br)c(C(=O)NNC(=O)c2ccc(C(C)(C)C)cc2)nn1C,11%,2.3%,-0.3,46,1%,-0.2%,9%,1%,1.4%,0%,
COc1cc(CC(=O)Nc2ccc(Cl)c(C(F)(F)F)c2)cc(OC)c1OC,-1%,2.8%,0.0,48,3%,0.0%,-2%,12%,0.2%,3%,
CC(=O)N/N=C/c1ccc(OCCOc2ccc(Br)cc2)cc1,-5%,-0.1%,1.9,51,-2%,-0.3%,32%,-9%,3.2%,6%,
CSCc1ccc(C(=O)Nc2ccc(C(N)=O)cc2)cc1,11%,-0.8%,0.0,31,3%,-0.1%,2%,1%,0.8%,-15%,
CC(=O)Nc1ccc(S(=O)(=O)N2CCC(c3nnc(-c4ccc(C)cc4)o3)CC2)cc1,-7%,5.7%,2.7,65,13%,0.7%,-10%,-12%,-0.8%,-1%,
Cc1ccc(C(=O)NC(=S)NNC(=O)c2ccccc2O)cc1,-4%,0.3%,5.3,96,-2%,0.3%,-21%,-2%,0.1%,1%,
Cn1c(SCc2cccc(Cl)c2)nc(C(F)(F)F)cc1=O,5%,1.5%,3.3,61,0%,-0.2%,8%,-6%,22%,1%,
O=C(Nc1ccc(Br)cc1Br)C1CC(=O)N(Cc2ccccc2)C1 (stereo unspecified),12%,0.0%,-0.1,62,3%,-0.1%,7%,-16%,0.0%,-1%,
Cc1ccsc1/C=N/N1CCN(c2ccccn2)CC1,-2%,0.1%,1.4,62,15%,-0.1%,4%,-15%,0.8%,2%,
Cc1cc(C)n(-c2ccc(Cl)c(C(=O)Nc3ccc(-c4nnc5n4CCCCC5)cc3)n2)n1,6%,0.3%,0.0,66,3%,1.0%,23%,-6%,2.3%,-1%,
CCOC(=O)C(=O)Nc1ccc([N+](=O)[O-])cc1OC,11%,3.8%,0.9,77,1%,-0.3%,0%,13%,0.7%,1%,
CCN(CC)S(=O)(=O)c1ccc(/C=C/C(=O)Nc2ccc(F)c(F)c2F)cc1,8%,1.8%[50 µM],0.2,62,-8%,0.8%,2%,14%,-2.6%,-6%,
Cc1nnc(SCC(=O)NCc2ccco2)n1-c1ccc(F)cc1,8%,0.3%,-1.3,83,-9%,-0.4%,-3%,6%,-2.1%,3%,
Cc1[nH]c(=O)[nH]c(=O)c1/C=N/NC(=O)[C@H](C)N,9%,0.0%,-1.3,61,0%,-0.3%,-3%,14%,1.1%,8%,
CC1=C(C(=O)OCC2CCCO2)C(c2ccncc2)C2=C(CCCC2=O)N1 (stereo unspecified),28%,-0.3%,-0.2,49,1%,0.3%,10%,2%,-1.5%,-8%,

# Screening data (PubChem BioAssay)
